D2 PAM: positive allosteric modulators of human D2 dopamine receptor; P14416; HEK293 T-REx D2, calcium flux, EC20 dopamine potentiation; potentiation, % at 10 µM; 0.34% of 340,000 active;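 active = potentiation over 3 SD above the plate norm, cut at about 30% in these data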; also: 0% is about no effect
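Calcium flux readout, no-wash dye, 1 read/s. Inducible HEK293 Trex D2 line, overnight 30 C. Compound alone 180 s (agonist flags), then EC20 dopamine, another 180 s to score potentiation.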
D1 antag: antagonists of human D1 dopamine receptor; 3.2% of 360,000 active; HEK293 TREx D1 cells, calcium flux, dopamine EC80; hits give low values; activity change, negative = inhibition, % at 10 µM; in the data active = activity change below about -30%; also: % is scaled to controls: 0 for no effect and ±100 for the full control effect
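HEK293 T-REx cells expressing inducible, force-coupled D1 receptor; no-wash Ca dye, 30–90 min RT. Cmpd → 180 s read at 1 Hz → EC80 DA → 180 s read.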
D1 potentiator: human D1 dopamine receptor positive modulation | AID 504651 | 0.036% of 360,000 active | potentiation, % at 10 µM | HEK293 TREx D1 cells, calcium flux, dopamine EC20 potentiation; in the data active = potentiation above about 30%; also: 0% is about no effect
Vif-APOBEC3G blk: inhibitors of Vif-APOBEC3G interaction | AID 602310 | HeLa A3G-eYFP + Vif (tagged APOBEC3G with the HIV-1 protein that degrades it), YFP fluorescence, overnight | 0.076% of 410,000 active | Q9HC16 | Potency, µM (doses to about 46.1 µM), inactives show at the highest dose activity, negative = active, usual class: inhibitors;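 also: potency is read from the fitted curve at half-maximal effect; % is scaled to controls: 0 for no effect and ±100 for the full control effect; nearly all actives have a fitted effect of over 60% in size; hits raise eYFP signal because A3G escapes Vif-driven loss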
Target sequence (Q9HC16 whole entry, looked up): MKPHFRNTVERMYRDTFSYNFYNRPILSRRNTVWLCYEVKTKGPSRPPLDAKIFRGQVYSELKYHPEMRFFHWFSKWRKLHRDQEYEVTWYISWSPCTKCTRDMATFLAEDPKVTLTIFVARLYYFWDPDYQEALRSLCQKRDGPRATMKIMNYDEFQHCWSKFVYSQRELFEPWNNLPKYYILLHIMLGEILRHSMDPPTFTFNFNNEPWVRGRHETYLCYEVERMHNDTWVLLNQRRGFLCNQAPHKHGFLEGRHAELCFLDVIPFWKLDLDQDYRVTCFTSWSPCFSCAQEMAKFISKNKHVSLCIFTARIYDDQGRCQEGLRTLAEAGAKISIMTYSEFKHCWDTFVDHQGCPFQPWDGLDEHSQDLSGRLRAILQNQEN
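HeLa cells stably expressing Vif and C-terminally eYFP-tagged A3G, seeded overnight at 37 deg C, then exposed to compound by pintool overnight at 37 deg C. Rise in yellow fluorescence (Ex 488/Em 500-530, Acumen) marks blocked Vif-driven A3G degradation.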
RXFP1 antag: RXFP1 (human) relaxin receptor antagonism. HEK293-RXFP1, relaxin-stimulated cAMP HTRF, 30 min; hits give low values. activity change, negative = inhibition, % at 57.5 µM. 0.59% of 350,000 active. AID 1259400;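 active = activity change of -60% or lower, but not beyond a set lower limit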; also: % is scaled to controls: 0 for no effect and ±100 for the full control effect
Target sequence (Q9HBX9 whole entry, looked up): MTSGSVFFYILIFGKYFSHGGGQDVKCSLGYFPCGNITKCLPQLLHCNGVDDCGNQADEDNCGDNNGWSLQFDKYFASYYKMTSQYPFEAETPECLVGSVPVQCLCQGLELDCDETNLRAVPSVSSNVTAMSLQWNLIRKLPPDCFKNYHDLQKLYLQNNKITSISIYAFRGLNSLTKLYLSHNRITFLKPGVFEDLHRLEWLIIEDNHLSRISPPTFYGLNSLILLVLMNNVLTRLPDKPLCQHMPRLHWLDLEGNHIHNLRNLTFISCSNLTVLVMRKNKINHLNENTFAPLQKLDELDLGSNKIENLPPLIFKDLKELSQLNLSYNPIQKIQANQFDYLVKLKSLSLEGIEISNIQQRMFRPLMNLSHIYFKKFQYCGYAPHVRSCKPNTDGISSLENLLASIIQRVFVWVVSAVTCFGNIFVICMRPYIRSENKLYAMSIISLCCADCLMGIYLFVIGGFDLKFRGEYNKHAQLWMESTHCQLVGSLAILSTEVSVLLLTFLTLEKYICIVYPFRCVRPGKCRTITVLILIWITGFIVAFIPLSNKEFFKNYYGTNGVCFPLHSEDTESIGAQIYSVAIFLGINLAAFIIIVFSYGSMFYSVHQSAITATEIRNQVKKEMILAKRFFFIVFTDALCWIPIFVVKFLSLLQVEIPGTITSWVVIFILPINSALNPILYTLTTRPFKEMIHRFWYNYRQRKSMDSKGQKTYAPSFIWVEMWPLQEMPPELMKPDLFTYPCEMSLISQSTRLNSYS
D1 agonist: activates the human D1 dopamine receptor. HEK293 T-REx D1 cells, calcium flux, agonist mode. P21728. 1% of 360,000 active. activation, % at 2 µM; in the data active = activation above about 30%; also: 0% is about no effect
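Tetracycline-induced HEK293 TREx D1 cells, force-coupled to calcium signalling, were dye-loaded with a no-wash calcium kit. Compound was pin-added after a 10 s baseline. Fluorescence was read kinetically at 1 cycle/s for 180 s, with calcium rises flagged as agonism.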
RXFP1 agonist: agonists of human relaxin receptor RXFP1. HEK293T-RXFP1 cAMP TR-FRET, 30 min; response scale: percent of porcine relaxin response, buffer zero. Q9HBX9. Potency, µM (doses to about 57.5 µM), for inactives: at the top dose activation, most hits filed as activators. 0.3% of 370,000 active; also: potency is read from the fitted curve at half-maximal effect; % is scaled to controls: 0 for no effect and ±100 for the full control effect; nearly all actives have a fitted effect of over 60% in size; many of its hits are not listed in these tables
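HEK293T cells stably expressing RXFP1 were pretreated with the PDE4 inhibitor Ro 20174, exposed to compounds for 30 min at 37C, lysed, and cAMP was read by TR-FRET. Data normalized to buffer (basal) and 29 nM porcine relaxin (100%).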
Vif-A3F inh: Vif-A3F binding inhibition | 0.2% of 390,000 active | Potency, µM (doses to about 46.1 µM), without a hit: at the top dose activity, negative = active | HeLa A3F-eYFP + Vif (tagged APOBEC3F with the HIV-1 protein that degrades it), YFP fluorescence increase; also: potency is read from the fitted curve at half-maximal effect; % of control where 0% means no effect; nearly all actives have a fitted effect of over 65% in size
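Fluorescence increase (Ex 488/Em 500-530) after overnight compound treatment at 37 deg C flags inhibition of Vif-driven A3F-eYFP loss in stable HeLa A3F-eYFP/Vif cells seeded overnight beforehand.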
Glioma ERSR ind: inducers of ER stress response in human glioma cells; AID 602332; U87-MG GRP78 promoter luciferase reporter, 16 h; 0.02% of 420,000 active; Potency, µM, for inactives: top-dose activation, usual class: activators; also: potency is read from the fitted curve at half-maximal effect; series mostly up to about 76 µM; % of control where 0% means no effect; nearly all actives have a fitted effect of over 35% in size
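Stably transfected U87-MG glioma cells carrying a GRP78-based luciferase sensor; 16 h compound incubation. Luminescence end-point read 10 min after Bright-Glo addition at room temperature.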
Starred values were filed as active, the others as inactive. Unless noted, calls follow the shape of the dose curve; as a rule, active = well fitted curve in the direction sought with a large enough effect; inconclusive = small, poorly fitted or top-dose-only effect, or another doubt; inactive = no such curve, though single readings can be large; an effect the other way counts as inactive or inconclusive. Not all compounds are listed. The share of hits here may be higher or lower than overall.

What do the screens show for `COc1ccc(C2=NS(=O)(=O)N(C)C(C(=O)N3CCC(C(N)=O)CC3)=C2)cc1`?
D2 PAM: -0.3; D1 antag: 10.9; D1 potentiator: 4.3; Vif-APOBEC3G blk: -0.9%; RXFP1 antag: -3.4; D1 agonist: 3.8; RXFP1 agonist: -1.6%; Vif-A3F inh: -14.8%; Glioma ERSR ind: -0.6%

What do the screens show for `N#CC(C#N)=C1SC(=Nc2ccccc2)C(=Nc2ccccc2)N1c1ccccc1`?
Vif-APOBEC3G blk: -6.1%; RXFP1 antag: -3.4; Vif-A3F inh: 3.0%; Glioma ERSR ind: 4.9%

Results for CCN(CC)c1ccc(C(=O)N/N=C(\C)c2ccc(O)cc2)cc1 ?
D2 PAM: 11.4; D1 antag: 12.7; D1 potentiator: -0.6; Vif-APOBEC3G blk: -3.7%; RXFP1 antag: -13.1; D1 agonist: 1.4; RXFP1 agonist: 0.6%; Vif-A3F inh: -4.9%; Glioma ERSR ind: -5.5%

Results for CCC(C)c1ccc(NC(=S)NN2CCOCC2)cc1 (configuration not stated) ?
D2 PAM: -3.4; D1 antag: 3.2; D1 potentiator: 5.7; Vif-APOBEC3G blk: -0.6%; RXFP1 antag: 2.2; D1 agonist: 2.2; RXFP1 agonist: 1.0%; Vif-A3F inh: 0.1%; Glioma ERSR ind: -1.0%

How did Cn1nccc1C(=O)Nc1cccc(S(=O)(=O)N2CCOCC2)c1 do in these assays?
D2 PAM: 2.4; D1 antag: 9.2; D1 potentiator: -2.5; Vif-APOBEC3G blk: 0.5%; RXFP1 antag: -6.2; D1 agonist: 1.6; RXFP1 agonist: 2.5%; Vif-A3F inh: 0.8%; Glioma ERSR ind: -0.8%

How did Cc1ccn2c(C(=O)CSc3ccccc3)c(C)nc2c1 do in these assays?
D2 PAM: -0.5; D1 antag: 4.5; D1 potentiator: 0.2; Vif-APOBEC3G blk: -2.4%; RXFP1 antag: 12.2; D1 agonist: 2.0; RXFP1 agonist: -1.4%; Vif-A3F inh: -7.4%; Glioma ERSR ind: 1.9%

Results for COc1ccc(N2C(=O)CC(N3CCC(O)(c4cccc(C(F)(F)F)c4)CC3)C2=O)cc1 (configuration not stated) ?
D2 PAM: -5.3; D1 antag: -11.5; D1 potentiator: -8.1; Vif-APOBEC3G blk: -6.6%; RXFP1 antag: -7.4; D1 agonist: 3.1; RXFP1 agonist: 0.5%; Vif-A3F inh: 0.8%; Glioma ERSR ind: -3.5%

What do the screens show for `COc1ccc(Cl)cc1NC(=O)C1CCN(C(=O)C2CC(=O)N(c3ccc(C)cc3)C2)CC1` (configuration not stated)?
D2 PAM: -10.0; D1 antag: 2.4; D1 potentiator: -4.0; Vif-APOBEC3G blk: 0.3%; RXFP1 antag: 6.2; D1 agonist: -0.8; RXFP1 agonist: 0.8%; Vif-A3F inh: -24.8%; Glioma ERSR ind: -8.5%

Results for Cc1cc(C=O)c(C)n1-c1ccc(Cl)c(C(=O)O)c1 ?
D2 PAM: -13.0; D1 antag: 20.5; D1 potentiator: 5.1; Vif-APOBEC3G blk: -6.1%; RXFP1 antag: -3.5; D1 agonist: 1.7; RXFP1 agonist: 2.3%; Vif-A3F inh: -3.3%; Glioma ERSR ind: -6.4%

Results for COc1ccc(NC(=O)C(NC(=O)c2ccc(=O)[nH]c2)c2ccccc2)cc1 (configuration not stated) ?
D2 PAM: 2.8; D1 antag: 6.2; D1 potentiator: -1.2; Vif-APOBEC3G blk: -0.4%; RXFP1 antag: 15.3; D1 agonist: -1.1; RXFP1 agonist: -0.2%; Vif-A3F inh: -14.4%; Glioma ERSR ind: -2.4%

How did Cc1cc(OC(=O)c2ccc(S(=O)(=O)N3CCOCC3)cc2)c([N+](=O)[O-])c(=O)[nH]1 do in these assays?
D2 PAM: 2.0; D1 antag: -2.5; D1 potentiator: -0.8; Vif-APOBEC3G blk: -0.8%; RXFP1 antag: 3.0; D1 agonist: 1.7; RXFP1 agonist: 1.5%; Vif-A3F inh: 2.4%; Glioma ERSR ind: -2.9%

How did CCOC(=O)c1ccc(CNCc2ccccc2)cc1 do in these assays?
D2 PAM: -21.0; D1 antag: -9.2; D1 potentiator: -2.3; Vif-APOBEC3G blk: -4.2%; RXFP1 antag: 8.6; D1 agonist: 3.9; RXFP1 agonist: 0.0%; Vif-A3F inh: -25.8%; Glioma ERSR ind: 1.0%

What do the screens show for `Cc1ccc(/C=C/c2nc3ccccc3s2)s1`?
D1 antag: 0.2; D1 potentiator: -1.2; Vif-APOBEC3G blk: -0.8%; RXFP1 antag: 6.2; D1 agonist: 8.9; RXFP1 agonist: 1.7%; Vif-A3F inh: -3.5%; Glioma ERSR ind: -17.0%

Results for COc1ccc(NC(=O)C[C@H]2C(=O)N(CCc3ccccc3)C[C@@H]2c2ccc(OC)cc2)cc1 ?
Vif-APOBEC3G blk: 2.0%; RXFP1 antag: 7.9; Vif-A3F inh: -2.7%; Glioma ERSR ind: -2.4%

What do the screens show for `CC(C(=O)NCc1ccc2c(c1)OCO2)c1ccc([N+](=O)[O-])cc1` (configuration not stated)?
D2 PAM: 7.9; D1 antag: -12.6; D1 potentiator: -3.6; Vif-APOBEC3G blk: -4.5%; RXFP1 antag: 15.3; D1 agonist: 18.5; RXFP1 agonist: 1.8%; Vif-A3F inh: -0.1%; Glioma ERSR ind: -2.3%

A section of the results above, for reference:
What do the screens show for `COc1ccc(C2=NS(=O)(=O)N(C)C(C(=O)N3CCC(C(N)=O)CC3)=C2)cc1`?
D2 PAM: -0.3; D1 antag: 10.9; D1 potentiator: 4.3; Vif-APOBEC3G blk: -0.9%; RXFP1 antag: -3.4; D1 agonist: 3.8; RXFP1 agonist: -1.6%; Vif-A3F inh: -14.8%; Glioma ERSR ind: -0.6%

What do the screens show for `N#CC(C#N)=C1SC(=Nc2ccccc2)C(=Nc2ccccc2)N1c1ccccc1`?
Vif-APOBEC3G blk: -6.1%; RXFP1 antag: -3.4; Vif-A3F inh: 3.0%; Glioma ERSR ind: 4.9%

(cont.)
What do the screens show for `CC(O)CN=c1cc(-c2ccccc2)oc2ccc(Cl)cc12` (configuration not stated)?
D2 PAM: -6.5; D1 antag: -0.3; D1 potentiator: 11.1; Vif-APOBEC3G blk: 0.6%; RXFP1 antag: -5.5; D1 agonist: 1.4; RXFP1 agonist: 0.1%; Vif-A3F inh: -1.3%; Glioma ERSR ind: 2.3%

What do the screens show for `CCn1cc(/C=C(\NC(=O)c2ccc(OC)c(OC)c2)C(=O)N2CCN(C)CC2)c2ccccc21`?
D2 PAM: 9.9; D1 antag: 15.1; D1 potentiator: -3.1; Vif-APOBEC3G blk: -13.9%; RXFP1 antag: 4.7; D1 agonist: 4.8; RXFP1 agonist: 0.3%; Vif-A3F inh: 1.0%; Glioma ERSR ind: -7.4%

How did CCN1C(=O)[C@H]2[C@@H](c3ccc(C)cc3)N3C(=O)N(c4cccc(Br)c4)C(=O)[C@@]3(CC)[C@H]2C1=O do in these assays?
D2 PAM: -5.5; D1 antag: 6.9; D1 potentiator: -0.5; Vif-APOBEC3G blk: 1.3%; D1 agonist: 1.0; RXFP1 agonist: -0.5%; Vif-A3F inh: 2.9%; Glioma ERSR ind: -2.3%

What do the screens show for `CCCNC(=O)c1ccccc1N1CCN(CCCCN2C(=O)C3CCCCN3C2=O)CC1` (configuration not stated)?
D2 PAM: -1.2; D1 antag: -0.5; D1 potentiator: -4.1; Vif-APOBEC3G blk: -5.6%; RXFP1 antag: 6.0; D1 agonist: 2.0; RXFP1 agonist: 2.9%; Vif-A3F inh: 2.3%; Glioma ERSR ind: 0.0%

What do the screens show for `CCCc1ccc(S(=O)(=O)N2CCN(C(=O)CN3C(=O)NC(C)(C4CC4)C3=O)CC2)cc1` (configuration not stated)?
Vif-APOBEC3G blk: -1.2%; RXFP1 antag: -3.7; Vif-A3F inh: -8.2%; Glioma ERSR ind: -2.7%

What do the screens show for `O=C(Nc1cc(-c2ccccc2)nn1-c1ccccc1)c1ccccc1F`?
D2 PAM: -8.7; D1 antag: 24.0; D1 potentiator: -1.6; Vif-APOBEC3G blk: -4.1%; D1 agonist: 5.0; RXFP1 agonist: 0.8%; Vif-A3F inh: -0.3%; Glioma ERSR ind: -6.0%

Results for COc1cc(C(=O)OC(C)C(=O)NCC2CCCCC2)cc(NC(=O)c2ccco2)c1OC (configuration not stated) ?
D2 PAM: -6.7; D1 antag: -6.6; D1 potentiator: -1.4; Vif-APOBEC3G blk: 3.0%; RXFP1 antag: -4.5; D1 agonist: 1.2; RXFP1 agonist: 1.4%; Vif-A3F inh: 0.2%; Glioma ERSR ind: -1.8%

Results for O=C(CSc1nnc(NC2CCCCC2)s1)Nc1ccc(N2CCOCC2)cc1 ?
D2 PAM: -1.4; D1 antag: -0.3; D1 potentiator: 1.8; Vif-APOBEC3G blk: -1.5%; RXFP1 antag: -16.7; D1 agonist: 0.3; RXFP1 agonist: 2.9%; Vif-A3F inh: 3.4%; Glioma ERSR ind: 8.2%

Results for CCOC(=O)c1ccc(N/C=C/C(=O)c2ccco2)cc1 ?
D2 PAM: -19.1; D1 antag: -4.6; D1 potentiator: -1.8; Vif-APOBEC3G blk: -1.3%; RXFP1 antag: -6.1; D1 agonist: 0.6; RXFP1 agonist: 3.4%; Vif-A3F inh: -0.4%; Glioma ERSR ind: 2.9%

Results for O=C(CSc1nc2c(c(=O)n1-c1ccc(F)cc1)SCC2)N1CCCC1 ?
D2 PAM: 9.5; D1 antag: -0.4; D1 potentiator: -0.3; Vif-APOBEC3G blk: -5.9%; RXFP1 antag: -11.9; D1 agonist: 0.1; RXFP1 agonist: -0.8%; Vif-A3F inh: -6.9%; Glioma ERSR ind: 6.0%

What do the screens show for `NC(=O)CC(NC(=O)c1ccc(Br)cc1)c1ccc(N2CCCCCCC2)c([N+](=O)[O-])c1` (configuration not stated)?
D2 PAM: -12.1; D1 antag: 20.0; D1 potentiator: 7.9; Vif-APOBEC3G blk: -10.8%; D1 agonist: -1.4; RXFP1 agonist: 0.9%; Vif-A3F inh: 0.2%; Glioma ERSR ind: -2.2%

What do the screens show for `CCc1cc(C(=O)Cc2cnn(-c3ccccc3)c2)c(O)cc1O`?
D2 PAM: 3.7; D1 antag: 0.0; D1 potentiator: -6.6; Vif-APOBEC3G blk: -1.9%; RXFP1 antag: -10.2; D1 agonist: 38.1*; RXFP1 agonist: -0.6%; Vif-A3F inh: -13.7%; Glioma ERSR ind: 0.1%

High-throughput results deposited in PubChem BioAssay by National Center for Advancing Translational Sciences (NCATS).
